High-throughput results deposited in PubChem BioAssay by National Center for Advancing Translational Sciences (NCATS).
TGFb inhibitor – inhibitors of TGF-b signaling; HepG2 CAGA-GFP TGF-b/SMAD3 reporter, GFP fluorescence, 18 h; TGF-beta stimulated, 500 pg/mL final; Potency, µM (series often up to 46.1 µM), inactives show top-dose activity, negative = inhibition, usual class: inhibitors; hit rate 1.2% among 410,000; AID 588855; further: potency means the concentration at half of the fitted maximal effect; on the % scale 0 is the no-effect control and ±100 the full control effect; nearly all actives have a fitted effect of over 65% in size
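Inhibition of TGF-beta-driven CAGA-GFP reporter expression in HEPG2 cells is measured by cellular GFP fluorescence after 18 h stimulation with 500 pg/mL recombinant TGF-beta in 1% FBS medium at 37 degrees C.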
Akt phos inh – inhibitors of Akt phosphorylation. AID 651550. Neuro2A IGF-stimulated pAkt S473 HTRF, 20 min; stronger effect = lower value. activity change, % for hits at 50 µM. hit rate 0.32% among 360,000; in the data active means activity change below about -80%; inconclusive means mostly about -51% to -80%; further: on the % scale 0 is the no-effect control and ±100 the full control effect
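Neuro2A cells in DMEM with 0.5% FBS, overnight at 37 deg C, given compound at single 50 µM final, then IGF (6 nM final) for 20 min at 37 deg C. Lysed; phospho-Akt Ser473 by HTRF after 24 h, 665/615 ratio.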
Nrf2 activator – Nrf2 pathway activation; AREc32 ARE-luciferase reporter (MCF7-derived line), luminescence, 24 h; Potency, µM (top dose mostly 46.1 µM), for the others: at the highest dose activation, hits mostly activators; hit rate 0.31% among 410,000; further: potency means the concentration at half of the fitted maximal effect; % of control where 0% means no effect; nearly all actives have a fitted effect of over 65% in size
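Nrf2 activation is followed as ARE-luciferase induction in the AREc32 line after one day of compound treatment; luminescence is read with Steady-Glo.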
ATXN viability – reduces viability in counter-screen for ATXN expression inhibitors | S2 cells (HEK-293 line with an ATXN2-luciferase reporter) viability, CellTiter-Fluor protease fluorescence, 24 h | Potency, µM (doses to about 56.7 µM), usual class: cytotoxic | hit rate 0.49% among 400,000; further: potency means the concentration at half of the fitted maximal effect; nearly all actives have a fitted effect of over 40% in size
Nrf2 block – inhibitors of Nrf2 signaling | A549 ARE-Fluc reporter, luciferase luminescence, 18-24 h | Potency, µM (doses to about 46 µM), for inactives: top-dose activity change, negative = inhibition, most hits filed as inhibitors | hit rate 2.1% among 360,000 | AID 504444; further: potency means the concentration at half of the fitted maximal effect; on the % scale 0 is the no-effect control and ±100 the full control effect; nearly all actives have a fitted effect of over 60% in size
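Concentration-response testing used A549 ARE_Fluc cells at 5000 cells/well. Following an 18-24 h compound incubation, viability was read by fluorescence (Ex 405/Em 525) and luciferase output by luminescence.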
A549 viability – kills or reduces viability of A549 cells in Nrf2 counter-screen; hit rate 0.16% among 390,000; Potency, µM (doses to about 46 µM), inactives show at the top dose activity change, negative = cytotoxicity, hits mostly inhibitors; AID 504648; A549 ARE-Fluc cells, CellTiter-Fluor viability, 18-24 h; further: potency means the concentration at half of the fitted maximal effect; on the % scale 0 is the no-effect control and ±100 the full control effect
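Cytotoxicity counterscreen: CellTiter-Fluor fluorescence was measured in A549 ARE_Fluc cells after 18-24 h of compound exposure in a concentration series. The subsequent BugLite luminescent read reports ARE-luciferase activity.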
MmCpn inh – inhibitors of Methanococcus maripaludis chaperonin (MmCpn); hit rate 0.031% among 330,000; purified Mm-Cpn ATPase, ADP Transcreener TR-FRET; Potency, µM (top dose mostly 76.9 µM), for inactives: at the highest dose activity, negative = inhibition, hits mostly inhibitors; AID 504842; further: potency means the concentration at half of the fitted maximal effect; on the % scale 0 is the no-effect control and ±100 the full control effect; nearly all actives have a fitted effect of over 80% in size
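Purified archaeal chaperonin (25 nM final) was preincubated with compound for 10 min at 37°C, then ATP (10 uM final) was added for 30 min at 37°C in Tris pH 7.4/KCl/MgCl2/DTT buffer. ADP was quantified by HTRF Transcreener TR-FRET.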
HepG2 viability – kills HepG2 cells in TGF-b inhibitor counter-screen | HepG2 CAGA-GFP viability, ATP luminescence, 18 h | Potency, µM (doses to about 46.1 µM), without a hit: at the top dose activity change, negative = cytotoxicity, most hits filed as cytotoxic | hit rate 0.76% among 410,000; further: potency means the concentration at half of the fitted maximal effect; some results filed as inactive show a strong effect at the top dose
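HepG2 CAGA-GFP cells (1000/well, DMEM with 1% FBS) received compound, then TGF-beta at 500 pg/mL final, and were incubated 18 hours at 37 degrees C. Viability was read by CellTiter-Glo luminescence. Media-only wells were set as complete cell-killing and DMSO as no toxicity.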
CCT chaperon mod – cytosolic chaperonin activity modulation; purified chaperonin ATPase assay, HTRF ADP detection, 30 min; activity change, % (concentration not given with the values), hits read low; hit rate 0.3% among 360,000; in the data active means activity change below about -30%; further: on the % scale 0 is the no-effect control and ±100 the full control effect
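Nucleotide hydrolysis assay: TRiC at 20–40 nM final (set by batch activity) with 10 uM ATP, 30 min at 37 °C, in presence of 76 uM compound. Detection by competitive ADP HTRF, 30 min ambient.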
Numbers without * were called inactive; i = inactive; ? = inconclusive; . = no result given; & = joins results of further samples. Unless noted, the call rests on the fitted dose curve; in most records, active means well fitted curve in the direction sought with a large enough effect; inconclusive means small, poorly fitted or top-dose-only effect, or another doubt; inactive means no such curve, though single readings can be large; an effect the other way counts as inactive or inconclusive.

structure	TGFb inhibitor	Akt phos inh	Nrf2 activator	ATXN viability	Nrf2 block	A549 viability	MmCpn inh	HepG2 viability	CCT chaperon mod
CC(=O)c1ccc(NC(=O)C2CCC(CNS(=O)(=O)c3cccs3)CC2)cc1 (configuration not stated)	-12%	.	-0.8%	i	6%	1%	.	2%	.
CCOC(=O)C1CCN(S(=O)(=O)c2ccccc2[N+](=O)[O-])CC1	-25%	i	1.7%	i	?	0%	.	9%	1.0
O=S(=O)(c1cccs1)N1CCc2ccccc21	0%	i	-0.6%	i	5%	14%	2%	-1%	0.6
CCOC(=O)C1CCN(C(=O)COC(=O)c2oc3ccc(OC)cc3c2C)CC1	-4%	i	-0.4%	i	-20%	14%	0%	-14%	0.0
O=C(CN1CCC(C(=O)c2ccc(F)cc2)CC1)Nc1ccccc1	?	i	-0.1%	i	-22%	-6%	1%	-25%	0.3
O=c1[nH]c(CSc2nc(-c3ccc(F)cc3)cs2)nc2ccccc12	4%	i	2.0%	i	-18%	0%	0%	-3%	-0.7
Cc1ccc(-c2ccc(CN3C(CC(C)C)C(=O)N(Cc4cn(CC5CCCCC5)nn4)CCS3(=O)=O)cc2)cc1 (configuration not stated)	-21%	i	-3.1%	i	.	.	.	-43%	-1.2
COc1cc2c(cc1NC(=O)c1cccnc1)CCCC2	1%	i	2.5%	i	0%	-5%	-2%	-19%	-2.4
CC(C)(C)c1nc(SCC(=O)N2CCCC2)c2ccccc2n1	?	i	-0.1%	i	13%	3%	0%	6%	0.6
COc1ccc(OCC(=O)Nc2nnc(S(=O)(=O)N3CCCCCC3)s2)cc1	-18%&-27%	i	-0.1%&0.0%	i	?	0%&2%	-2%	-2%&7%	-1.1
CCN(CC(=O)Nc1ccc(Br)cc1)C(=O)c1nc2nc(C)cc(C)n2n1	-16%	i	2.0%	i	5%	9%	0%	-20%	0.2
CCOC(=O)C1Sc2[nH]c(=O)sc2C(c2ccc(Cl)cc2)C1C(=O)OCC (configuration not stated)	?	i	26%	i	?	-30%	-2%	-23%	0.6
CS(=O)(=O)c1ccc(C(=O)OCC(=O)N(CCc2ccccc2)Cc2ccccc2)cc1	-3%	i	-1.0%	i	5%	2%	-3%	1%	-1.9
Cc1cccnc1NC(=O)c1csnn1	-19%	i	-0.2%	i	3%	18%	0%	-58%	1.6
Cc1ccc(NC(=O)CSC(C)C(=O)NCCc2ccccn2)cc1 (configuration not stated)	10%	i	2.0%	i	-8%	-2%	-1%	-2%	3.6
O=S(=O)(CCN1CCCC1)NCCNS(=O)(=O)c1ccc(F)cc1Br	-1%	i	3.7%	i	17%	10%	.	-63%	-2.1
COc1ccc(CNC(=O)C2CCCN(C(=O)Nc3ccccc3OC)C2)cc1 (configuration not stated)	12%	i	-1.2%	i	-21%	-12%	0%	5%	0.7
COc1ccc(S(=O)(=O)NNc2nc(C)cc(C)n2)cc1[N+](=O)[O-]	-3%	i	-0.1%	i	11%	5%	-3%	-6%	0.1
COCCNC(=O)/C(C#N)=C/c1c(N2CCN(C)CC2)nc2ccccn2c1=O	1%	i	0.3%	.	-7%	0%	-4%	-6%	-0.5
Cc1ccc(Cl)cc1NC(=O)C(=O)N/N=C/c1ccc2c(c1)OCO2	-2%	i	-0.8%	i	3%	6%	-3%	0%	-0.8
CCOC(=O)C1=C(C)N=c2s/c(=C/c3cccc([N+](=O)[O-])c3O)c(=O)n2C1c1cc(OC)c(OC)c(OC)c1 (configuration not stated)	0%	i	2.8%	?	?	?	-2%	5%	0.4
O=C(NNS(=O)(=O)c1ccc(C(=O)NC2CCCC2)cc1)c1ccncc1	4%	i	-0.1%	i	13%	7%	0%	-6%	0.7
CCCCOc1ccc(Cn2c(=O)oc3ccc(C)cc32)cc1OC	?	.	2.9%	.	?	-1%	.	1%	.
O=c1[nH]n2c(-c3ccccc3)nc(O)c2c2ccccc12	-7%	i	?	i	0%	7%	-2%	-15%	6.9
CC1CC(C)CN(C(=O)COC(=O)C2CCN(S(=O)(=O)c3c(Cl)cccc3Cl)CC2)C1 (configuration not stated)	-26%	i	-1.0%	i	6%	1%	0%	-3%	-5.2
Cc1cccc(OCCCN2CCOCC2)c1C	13%	i	-0.5%	i	26%	-1%	0%	16%	-0.3
N#CCCSc1ccccc1NC(=O)c1cc(=O)c2ccccc2o1	-1%	i	10%	i	-10%	4%	-1%	-28%	-0.6
CN1C(=O)CS/C1=N\NC(=O)COc1cccc2cccnc12	-28%	i	-0.3%	i	-1%	-3%	0%	-27%	1.2
CCOC(=O)c1ccccc1-n1nnnc1C	7%	i	-0.5%	i	-2%	0%	0%	19%	-0.8
Cc1ccc(N(CC(=O)Nc2cc(Cl)ccc2Oc2ccccc2)S(C)(=O)=O)c(C)c1	?	i	1.4%	i	?	-19%	-1%	-5%	0.3
Cc1ccc(NC(=O)COC(=O)C2CC2C)c(S(=O)(=O)N2CCCCC2)c1 (configuration not stated)	0%	i	-0.6%	i	4%	-7%	-8%	-23%	2.6
COc1ccc2nc(NC(=O)c3cccc(OCc4c(C)noc4C)c3)sc2c1	-21%	i	3.3%	?	?	?	-13%	-5%	-9.7
CCOc1ccc(OCCOCCN2CCOCC2)cc1	-14%	i	-1.2%	i	19%	3%	-2%	-10%	-1.6
O=c1[nH]c(C2CCCN(S(=O)(=O)c3ccccc3Cl)C2)nc2c1nnn2Cc1ccc2c(c1)OCCO2 (configuration not stated)	?	i	6.1%	?	13%	0%	0%	-8%	1.4
O=c1cc(CN2CCN(c3ccc(F)cc3)CC2)c2cc3c(cc2o1)CCCC3	-14%	i	-0.5%	?	1%	13%	-7%	-16%	-1.0
Cc1cc(C)c(S(=O)(=O)Nc2ccc(N3CCOCC3)cc2)c(C)c1	-1%	i	-0.3%	i	?	2%	?	4%	-1.1
O=C(CC1C(=O)NCCN1Cc1ccccc1C(F)(F)F)NC1CCCCC1 (configuration not stated)	1%	i	-0.2%	i	0%	2%	0%	3%	-3.6
COc1ccc(-c2nc(CSc3nncn4c3cc3occc34)c(C)o2)cc1	5%	.	1.1%	.	-6%	-1%	.	0%	.
COc1cccc2c(N/N=C/c3ccc(O)c(O)c3)cc(C)nc12	-21%	i	9.5%	i	8%	2%	-8%	-27%	-2.5
COc1ccc(C(=O)CSc2nnc(-c3ccco3)o2)cc1	0%	i	5.3%	i	0%	-7%	-2%	-11%	0.7

Reprinted at random: 2 compounds from above
structure	TGFb inhibitor	Akt phos inh	Nrf2 activator	ATXN viability	Nrf2 block	A549 viability	MmCpn inh	HepG2 viability	CCT chaperon mod
O=c1[nH]c(C2CCCN(S(=O)(=O)c3ccccc3Cl)C2)nc2c1nnn2Cc1ccc2c(c1)OCCO2 (configuration not stated)	?	i	6.1%	?	13%	0%	0%	-8%	1.4
O=C(CC1C(=O)NCCN1Cc1ccccc1C(F)(F)F)NC1CCCCC1 (configuration not stated)	1%	i	-0.2%	i	0%	2%	0%	3%	-3.6

(next part)
structure	TGFb inhibitor	Akt phos inh	Nrf2 activator	ATXN viability	Nrf2 block	A549 viability	MmCpn inh	HepG2 viability	CCT chaperon mod
O=C(O)c1nn(-c2ccc(F)cc2)ccc1=O	-1%	i	-0.4%	i	0%	-6%	0%	6%	-14
COC(CNC(=O)c1ccc2c(c1)ncn2-c1cc(C)cc(C)c1)OC	3%	i	0.2%	i	-22%	15%	2%	-14%	-3.5
CCOc1ccc(C(=O)CSCC(=O)O)cc1	-1%	i	-0.5%	i	0%	2%	2%	-21%	-1.5
COc1ccc(C(=O)c2cn(Cc3cccc(C)c3)c3cc4c(cc3c2=O)OCO4)cc1	-5%	.	-0.9%	?	18%	-2%	.	9%	.
COC(=O)c1ccc(NC(=S)Nc2cccc(C)n2)cc1	-6%	i	2.1%	i	?	3%	0%	2%	-13
O=C(CCN1C(=O)/C(=C/c2cccc(Br)c2)SC1=S)NNC(=O)c1cccnc1	-12%	i	2.8%	i	1%	-2%	-2%	-14%	-5.1
Nc1nonc1-n1nnc(C(=O)N/N=C/c2ccccc2O)c1CN1CCCC1	?	i	-2.9%	i	-16%	0%	.	-27%	-1.4
O=C1NCCN1c1ncc([N+](=O)[O-])s1	4%	i	1.0%	i	2%	-6%	0%	1%	-0.5
CCOc1ccccc1CN1CCN(Cc2cccc3c2OCO3)CC1CCO (configuration not stated)	0%	i	-1.2%	i	8%	5%	-2%	-28%	0.5
Cc1ccc(CN(Cc2ccco2)C(=S)NCC(=O)NCc2cccnc2)cc1	-3%	i	0.6%	i	7.3µM*	-10%	1%	6%	-0.5
C=C(C)C1CC=C(CN2CCC(O)CC2)CC1 (configuration not stated)	-4%	i	-0.1%	i	-4%	?	2%	0%	-4.3
Nc1nc(NCc2ccco2)nc(N2CCOCC2)c1[N+](=O)[O-]	-26%	i	?	i	?	-8%	0%	4%	2.2
COCCNC(=O)/C(C#N)=C/c1ccc(O)cc1	-4%	i	-0.2%	i	-7%	-7%	-2%	-48%	0.2
Cc1cc(C)cc(OCC(=O)Nc2ccc(Cl)c(-c3nc4ncccc4o3)c2)c1	?	.	0.7%	i	2%	-1%	.	-22%	.
CC(=O)c1cc2c(cc1NC(=O)CCn1cnnn1)OCO2	-4%	i	-0.2%	i	-7%	0%	1%	-16%	-2.4
CC(=O)Nc1ccc(/C(C)=N/NC(=O)c2ccccc2Cl)cc1	9%	i	0.1%	i	13%	-4%	2%	10%	0.8
CC1(C(=O)NCc2ccccc2)CCC(=O)N1CCOc1ccccc1 (configuration not stated)	1%	i	0.2%	i	.	.	.	-33%	-0.7
